# High-throughput results: PubChem BioAssay, several laboratories
# proCasp3 act – activators of human procaspase-3 D3A mutant, primary screen, biochemical, absorbance, PC-3 D3A mutant, single concentration. Caspase-3 (Homo sapiens), P42574. recombinant procaspase-3 D3A, Ac-DEVD-pNA absorbance 405 nm. AID 463141, 2010. activation, % at 8.5 µM. 330,000 tested, 0.11% active;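 active = activation above the mean of all tested compounds plus 3 SD, cut at about 21% in these data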;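 also: 0% = DMSO alone and 100% = DMSO wells spiked with extra 5 µM PC-3 D3A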
#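 Test system: Procaspase-3 D3A mutant; medium: Zinc-free HEPES/NaCl buffer with 0.01% Triton X-100 at pH 7.4; reagent: DEVD-pNA substrate; doses: one concentration, 8.5 µM nominal, 0.8% DMSO; times: 1 h preincubation plus 2 h reaction at 25 °C; signal: Epi-absorbance at 405 nm of released p-nitroaniline, 0 and 120 min; replicates: singlicate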
# EBNA-1 inh – EBNA-1 DNA-binding inhibitors, primary screen, biochemical, fluorescence polarization. inhibition, % at 14.8 µM. 300,000 tested, 0.34% active; in the data active = inhibition above about 28%
# LAP4-GFP MLPCN – modulators of LAP4-GFP expression in yeast, primary screen, S. cerevisiae, multiplex flow cytometry, MLPCN library; 3 h; median GFP as percent of DMSO wells; GFP response vs DMSO, % at 10 µM; 320,000 tested, 0.34% active; AID 2023, 2009;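 active = GFP response vs DMSO above a set limit, about the screen mean plus 3 SD, cut at about 150% in these data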
# RPL19A-GFP yeast – RPL19A-GFP expression modulators in yeast, primary screen, cell-based, S. cerevisiae, multiplex flow cytometry, MLPCN. percent response vs DMSO, % at 10 µM. AID 2025, 2009. 330,000 tested, 0.3% active. S. cerevisiae RPL19A-GFP strain, 3 h; stronger effect = lower value;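 active = percent response vs DMSO below 50%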;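 also: median channel GFP fluorescence of the barcoded RPL19A-GFP strain; ratio of sample median GFP to plate DMSO average so 100% = DMSO; lower means less RPL19A-GFP as with rapamycin TOR inhibition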
# AHR activator – AHR activators, primary screen, cell-based, luminescence, luciferase reporter, human; Aryl hydrocarbon receptor (Homo sapiens), P35869; AHR-responsive luciferase reporter cells; activation, % at 5 µM; 320,000 tested, 2.5% active; in the data active = activation above about 47%;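 also: 0% = vehicle wells and 100% = reference agonist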
# procasp7 counter – procaspase-7 activators, primary screen, counter-screen for procaspase-3 activator project, biochemical, absorbance, HTS, human; recombinant procaspase-7, Ac-DEVD-pNA absorbance 405 nm; D23A/D198A/D206A triple mutant, cannot self-cleave; scale: DMSO 0, 5 µM enzyme 100; activation, % at 8.5 µM; 330,000 tested, 0.093% active; AID 463210, 2010;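 active = percent activation above the screen-wide mean plus 3 SD, cut at about 25% in these data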
#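 Replicates: singlicate. Assay system: Procaspase-7 triple mutant (PC-7 D3A). Signal: 405 nm absorbance of p-nitroaniline. Times: 1 h preincubation, 2 h reaction. Buffer or medium: Zinc-free HEPES pH 7.4 with 300 mM NaCl, 0.01% Triton X-100. Also added: DEVD-pNA substrate. Benchmarks: DMSO wells as 0%, DMSO with 5 µM added PC-7 as 100%.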
# MEP2 TOR yeast – modulators of MEP2-GFP levels in yeast, primary screen, S. cerevisiae, multiplex flow cytometry, MLPCN library | GFP response vs DMSO, % at 10 µM | S. cerevisiae MEP2-GFP strain, 3 h; 100% = DMSO control level | 330,000 tested, 0.51% active;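 active = GFP response versus DMSO above a set limit, roughly screen mean plus 3 SD, cut at about 180% in these data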;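 also: median GFP fluorescence of the barcode-gated MEP2-GFP cells per well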
# ZTA counter – blocks Epstein-Barr virus ZTA, an EBNA-1 counter-screen; 320,000 tested, 0.15% active; ZTA-DNA binding, fluorescence polarization; inhibition, % at 11 µM; AID 2234; in the data active = inhibition above about 33%
# * = called active by the depositor; . = no result given. Compounds were not picked by outcome; any-hit rate near 3.8%.
SMILES,proCasp3 act,EBNA-1 inh,LAP4-GFP MLPCN,RPL19A-GFP yeast,AHR activator,procasp7 counter,MEP2 TOR yeast,ZTA counter
CC(C)CCNC(=O)C(C)N(C(=O)c1snc(C(N)=O)c1N)c1cnc2ccccc2c1 (stereo unspecified),-0.9,-5.9,96.5,101.4,0.3,3.4,100.8,-0.4
COc1cc2c(c(OC)c1OC)-c1c(cc3c(c1O)OCO3)C[C@@H](C)[C@@H](C)C2,1.6,5.5,101.6,101.9,28.1,2.6,96.1,18.8
O=C(c1ccc(Cl)cc1)C(CN1CCCCC1)c1ccccc1 (stereo unspecified),-1.3,-5.6,73.1,108.7,-1.4,-2.1,105.9,9.8
O=C(COC(=O)c1ccc2c(=O)n3c(nc2c1)CCC3)Nc1ccc(OC(F)F)cc1,1.9,-8.8,95.9,96.3,1.0,1.0,95.9,4.0
COc1ccccc1/C=C\C(=O)NCC(=O)N/N=C(\C)Cc1ccccc1,3.4,-3.1,108.6,100.3,3.6,6.6,103.1,-4.0
O=C(Nc1ccccc1Cl)NC1(C(=O)N2CCC(O)CC2)CCCCC1,-1.9,-12.3,99.8,99.9,5.7,-2.6,93.9,-5.6
CCCCc1nc2sc3c(SCCN(C)C)ncnc3c2c2c1CCC2,-4.0,-12.5,125.7,93.8,1.6,-1.2,89.2,9.1
O=C(Nc1c2c(nn1-c1ccccc1)CS(=O)C2)c1ccco1 (stereo unspecified),2.4,-10.7,168.2*,77.4,9.2,2.9,90.3,-2.0
O=c1[nH]c2ccccc2c2nc3ccccn3c12,-8.9,3.7,102.3,87.5,91.3*,9.0,109.9,8.8
O=C(CSCc1c(F)cccc1Cl)NCc1cccnc1,8.3,-6.3,95.6,100.5,1.2,3.7,102.9,11.0
O=C(CN1CCCCCC1)NN(Cc1ccccc1)c1ccccc1,-0.1,1.6,116.8,96.6,-1.2,7.4,127.2,14.2
CCN(CC)C1CCN(Cc2cn[nH]c2-c2ccc(OC)c(F)c2)C1 (stereo unspecified),1.3,-0.1,100.4,99.2,-2.8,2.1,105.4,-7.5
CC1CN(C(=O)c2ccc(NS(=O)(=O)c3ccc(F)cc3)cc2)CC(C)O1 (stereo unspecified),1.7,7.5,100.0,97.4,-2.7,0.8,104.4,1.2
Cc1ccc(Nc2ccc(C(=O)NC3CCCCC3)cn2)cc1,10.4,9.1,106.0,106.0,8.8,5.2,108.5,-16.6
Cc1cc(S(=O)(=O)N2CCN(c3c(C)cccc3C)CC2)ccc1F,12.5,-5.8,102.7,103.1,-1.4,0.1,104.1,-11.8
O=C(NCC1CCCO1)C(c1ccco1)N(Cc1ccc(F)cc1)C(=O)CN1C(=O)c2ccccc2S1(=O)=O (stereo unspecified),1.9,6.9,94.2,104.7,-0.7,-9.4,105.2,7.7
CCOC(=O)c1ccc(NC(=O)CSc2nnc(COc3ccccc3OC)n2CC)cc1,2.6,-2.0,93.8,98.4,-2.4,0.0,98.6,7.9
Cc1ccc(CSc2nc3ccccc3c(=O)[nH]2)cc1,5.4,12.4,104.4,94.3,6.8,2.3,100.3,-4.9
CCCCn1c(SCC(=O)Nc2nnc(C)s2)nnc1-c1ccoc1C,4.2,1.6,99.8,101.8,-0.5,1.2,104.4,6.7
CS(=O)(=O)N(CC(=O)NCC1CCCO1)c1ccc(F)c(Cl)c1 (stereo unspecified),-3.0,-5.8,98.6,103.4,3.6,4.7,103.7,7.8
CCn1ncc(Cl)c1C(=O)Nc1cc([N+](=O)[O-])ccc1OC,-7.6,-5.5,99.8,99.1,59.9*,6.5,106.6,-12.9
COc1ccc(CCNC(=O)CCCc2ccccc2)cc1,-3.0,-7.9,91.7,97.7,-2.0,11.1,101.7,1.0
O=C(NCc1ccccc1)c1cccnc1,-2.6,-2.7,96.1,106.5,-0.6,-2.9,104.7,13.6
N#CC(c1ccc(Cl)cc1)c1ncc(C(F)(F)F)cc1Cl (stereo unspecified),-6.4,-4.7,112.5,96.3,-2.3,9.4,101.0,-7.9
COc1ccccc1OCCCCCNCCO,2.2,-20.6,98.9,102.5,1.8,-2.2,107.4,-2.4
CCOC(=O)N1CCN(C(=O)c2ccc(OCC)c(OCC)c2)CC1,9.5,8.7,90.2,94.5,0.1,8.4,91.1,-13.5
Cc1ccc(NC(=O)CN2C(=O)NC3(CCCCC3C)C2=O)cc1S(=O)(=O)N1CCCCC1 (stereo unspecified),-1.3,-5.2,105.1,94.1,6.1,8.5,90.3,-8.1
Cc1ccc(C)c(-n2c(-c3ccncc3)n[nH]c2=S)c1,-6.8,0.6,111.3,100.7,0.6,-8.2,103.4,-3.5
COc1ccc(CCOC(=O)c2ccc(NC(=O)CC#N)cc2)cc1,-11.1,1.2,106.2,102.3,1.4,-4.0,102.0,11.3
Cc1ccc(-n2c(C)cc(/C=N/NC(=O)CC3(C)OCCO3)c2C)c(C)c1,2.0,11.3,104.1,98.1,11.3,-1.6,100.4,-4.8
COc1ccc(-n2c(SCC(=O)NCc3ccco3)nnc2-c2c[nH]c3ccccc23)cc1,-0.6,0.2,128.0,102.5,-0.9,1.2,96.7,7.4
O=C(O)CSc1cc(C(F)(F)F)nc(-c2ccccn2)n1,6.5,-8.2,87.5,99.1,0.7,5.4,99.0,-15.8
Cc1ccc(OCCSc2nnc(C)c(=O)n2N)cc1,1.7,-3.6,90.1,89.0,-0.6,14.1,108.3,-4.1
Cc1ccc(C)c(C(=O)CN2C(=O)NC3(CCc4ccccc43)C2=O)c1 (stereo unspecified),2.4,.,104.0,96.4,1.9,7.5,98.7,7.3
CCN(CC)C(=O)CSc1nnc([C@H](Cc2c[nH]c3ccccc23)NC(=O)OC(C)(C)C)o1,-9.4,-4.5,97.9,100.0,2.1,9.4,92.5,0.5
COc1ccccc1OCCNC(=O)c1cccs1,-5.6,1.2,96.2,94.4,18.9,3.1,99.2,-0.7
CCCS(=O)(=O)NCCc1cc2ccc(C)cc2[nH]c1=O,-1.5,8.2,76.2,109.6,6.1,-6.6,93.0,-1.7
COC(CNC(=O)C(=O)NCC1OCCN1S(=O)(=O)c1ccccc1)OC (stereo unspecified),5.2,6.1,82.2,94.1,0.5,-3.5,95.1,-1.5
C=CCOc1ccc(C2C(C#N)=C(N)N(N(C)C)C3=C2C(=O)CCC3)cc1 (stereo unspecified),11.4,0.8,101.1,97.1,2.5,9.3,101.0,1.8
O=C(/C=C\c1cn(-c2ccccc2)nc1-c1ccccc1)Nc1nccs1,6.4,7.7,81.8,110.8,73.0*,-0.4,88.9,-4.7
COc1ccc(/C=N/Nc2nc3ccccc3c(=O)n2-c2ccccc2)cc1OC,-1.9,-5.6,91.2,106.6,1.3,-8.0,97.0,8.4
O=c1c2ccccc2nc(-c2ccc(Cl)cc2Cl)n1O,-7.8,-9.6,96.9,103.6,10.3,7.2,105.9,-8.9
CC1C2(C)OC(=N)C(C#N)(C(C)O2)C1(C#N)C#N (stereo unspecified),-7.6,1.2,115.7,96.2,-0.8,-3.1,103.1,-1.8
COc1ccccc1C(=O)Nc1cccc(Oc2c(F)c(F)c(F)c(F)c2F)c1,-0.2,0.6,103.9,96.5,-3.5,5.3,93.7,-4.3
COc1ccc(C(c2nnnn2C2CCCC2)N2CCC(C)CC2)c(OC)c1 (stereo unspecified),3.0,-6.7,93.3,93.3,-0.8,1.4,109.6,2.5
COCCSc1ccccc1C(=O)Nc1ccccc1C(C)C,-0.9,-1.6,103.2,91.3,4.5,1.7,90.1,-4.4
O=C(N/N=C\c1cc(Br)c(Br)o1)c1cncc(Br)c1,1.5,-5.3,86.8,99.8,14.1,-6.5,101.0,-0.8
Cc1c(Cl)cccc1NC(=O)NC1CCCCC1,5.6,7.6,94.6,104.4,7.1,2.2,97.5,-2.2
Cc1ccnc(NC(=O)CSc2cc(=O)n(C)c3ccccc23)c1,9.1,-1.2,104.1,101.3,39.2,3.0,101.5,11.5
CC(C)(C)C(=O)CSc1ncccn1,-14.8,-4.9,110.7,99.3,0.7,-6.5,103.9,12.3

# Copied from the results shown (6 entries):
SMILES,proCasp3 act,EBNA-1 inh,LAP4-GFP MLPCN,RPL19A-GFP yeast,AHR activator,procasp7 counter,MEP2 TOR yeast,ZTA counter
COc1ccc(C(c2nnnn2C2CCCC2)N2CCC(C)CC2)c(OC)c1 (stereo unspecified),3.0,-6.7,93.3,93.3,-0.8,1.4,109.6,2.5
COCCSc1ccccc1C(=O)Nc1ccccc1C(C)C,-0.9,-1.6,103.2,91.3,4.5,1.7,90.1,-4.4
O=C(N/N=C\c1cc(Br)c(Br)o1)c1cncc(Br)c1,1.5,-5.3,86.8,99.8,14.1,-6.5,101.0,-0.8
Cc1c(Cl)cccc1NC(=O)NC1CCCCC1,5.6,7.6,94.6,104.4,7.1,2.2,97.5,-2.2
Cc1ccnc(NC(=O)CSc2cc(=O)n(C)c3ccccc23)c1,9.1,-1.2,104.1,101.3,39.2,3.0,101.5,11.5
CC(C)(C)C(=O)CSc1ncccn1,-14.8,-4.9,110.7,99.3,0.7,-6.5,103.9,12.3

# More compounds follow.
SMILES,proCasp3 act,EBNA-1 inh,LAP4-GFP MLPCN,RPL19A-GFP yeast,AHR activator,procasp7 counter,MEP2 TOR yeast,ZTA counter
CC1CCCN(S(=O)(=O)c2ccc(NC(=O)C3CCN(C(=O)c4ccco4)CC3)cc2)C1 (stereo unspecified),2.9,9.6,88.8,92.8,-0.8,8.0,93.5,10.3
Cc1ccc(S(=O)(=O)NC(C)CCc2ccccc2)cc1C(N)=O (stereo unspecified),-2.6,-5.3,83.1,99.5,0.5,0.8,109.0,-1.9
COCCCN(C(=S)Nc1cc(Cl)cc(Cl)c1)C(C)c1ccncc1 (stereo unspecified),-9.4,0.2,91.1,102.9,0.0,-10.9,88.9,2.7
O=C(NCCN1C(=O)C2C3C=CC(C3)C2C1=O)N1CCOCC1 (stereo unspecified),5.5,10.9,103.9,102.1,1.5,4.7,102.9,-15.2
COCCn1c(N)c(N(Cc2ccccc2)C(=O)c2oc3ccccc3c2C)c(=O)[nH]c1=O,1.8,1.3,103.0,101.2,9.8,3.5,104.5,1.8
Cc1cc(N)n(Cc2cccs2)n1,1.1,-8.9,90.9,98.4,3.8,2.3,102.9,3.7
CCCCNC(=O)C(=O)c1ccccc1NC(C)=O,8.3,-1.1,87.2,88.6,-1.0,2.1,85.2,9.4
O=C(N/C(=C/c1ccc(Br)cc1)C(=O)N1CCOCC1)c1ccco1,-0.5,12.7,78.2,107.4,-0.3,4.1,101.9,6.7
O=C(CSc1nnc2ccccn12)N1CCc2ccccc2C1,0.8,-2.4,107.6,107.9,8.4,3.9,105.3,-3.4
CC1=C(C(=O)OCc2ccccc2)C(c2ccc3c(c2)OCO3)NC(=O)N1CCCC(=O)O (stereo unspecified),-9.0,-6.2,94.1,97.7,0.9,-10.5,104.5,7.3
COCCn1c(=O)[nH]c2cc(C(=O)Nc3cccc(F)c3)ccc2c1=O,3.2,6.6,102.8,95.4,3.0,-0.7,91.9,-4.2
